M5 ag – agonists of human muscarinic M5 receptor (CHRM5); CHO-K1 hM5 cells, Fluo-8 calcium fluorescence; 0% DMSO wells, 100% maximal acetylcholine response; activation, % at 3 µM; 360,000 compounds, 0.19% hits; AID 624037;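 active means activation above the run's mean over test compounds plus 3 SD, cut at about 23% in these data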;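 further: signal is peak over basal fluorescence ratio across the kinetic read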
CHO-K1 Ca PAM – counter-screen for M1 PAMs: effect in parental CHO-K1 cells | 360,000 compounds, 0.02% hits | ATP EC20, Fluo-8 calcium fluorescence; 0% at ATP EC20, 100% at ATP max | activation, % at 3 µM | AID 602247;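 active means activation above the run cutoff, the mean activation of all test compounds plus 3 SD, cut at about 40% in these data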;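 further: peak over basal fluorescence ratio in a 140 s read after ATP addition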
CHRM5 PAM – positive allosteric modulators of human muscarinic M5 receptor; P08912; CHO-K1 hM5, Fluo-8 calcium, ACh EC20 PAM; 0% = ACh EC20, 100% = ACh EC100; activation, % at 3 µM; 360,000 compounds, 0.3% hits;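 active means activation above the run cutoff, the mean activation of all test compounds plus 3 SD, cut at about 18% in these data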
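System: CHO-K1 cell line with stable human muscarinic M5 receptor expression | Also added: EC20 acetylcholine as agonist stimulus | Compound: One concentration, 3 µM final (nominal) | Timing: Fluo-8 loading 80 min at 37 °C plus 30 min room temperature | Measured by: Fluo-8 calcium dye fluorescence, kinetic read | Read-out basis: % activation, ACh-normalized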
CHRM4 PAM – positive allosteric modulators of human muscarinic M4 receptor; P08173; CHO-K1 hM4/Gqi5, Fluo-8 calcium fluorescence, ACh EC20; 0% = ACh EC20, 100% = maximal ACh; activation, % at 3 µM; 360,000 compounds, 0.4% hits; AID 624126;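 active means activation above its plate's cutoff, the mean activation of sample wells plus 3 SD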; further: some results filed as inactive read as strong as hits
Target sequence (P08173 whole entry, looked up): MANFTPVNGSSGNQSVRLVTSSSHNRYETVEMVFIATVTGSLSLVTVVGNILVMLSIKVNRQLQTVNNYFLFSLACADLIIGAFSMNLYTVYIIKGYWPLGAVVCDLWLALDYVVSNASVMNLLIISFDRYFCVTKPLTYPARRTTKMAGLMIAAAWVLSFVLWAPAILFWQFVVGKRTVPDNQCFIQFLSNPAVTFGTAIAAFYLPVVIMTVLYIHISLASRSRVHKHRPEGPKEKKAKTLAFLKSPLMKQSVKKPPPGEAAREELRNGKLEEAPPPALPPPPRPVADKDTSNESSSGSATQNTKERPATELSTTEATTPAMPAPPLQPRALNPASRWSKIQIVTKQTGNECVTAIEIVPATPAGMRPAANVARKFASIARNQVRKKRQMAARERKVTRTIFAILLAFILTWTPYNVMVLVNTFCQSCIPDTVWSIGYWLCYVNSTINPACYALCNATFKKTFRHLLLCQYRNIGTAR
CRFBP-R2 block – CRF-BP/CRF-R2 complex antagonism; HEK293 CRF-R2/CRF-BP, CRF-induced calcium fluorescence; inhibition, % at 11.8 µM; 350,000 compounds, 0.59% hits;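 active means inhibition of the ligand-induced calcium signal above about 50% at the single tested concentration, limit read from the data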
TAAR1 ag – human TAAR1 agonism. activation, % at 3 µM. 360,000 compounds, 0.99% hits. Q96RJ0. AID 624467. CHO RD-HGA16 TAAR1, Fluo-8 calcium fluorescence; vehicle wells 0%, saturating PEA agonist 100%;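 active means activation above the mean activation of all test compounds in the run plus 3 SD, cut at about 38% in these data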
Target sequence (Q96RJ0 whole entry, looked up): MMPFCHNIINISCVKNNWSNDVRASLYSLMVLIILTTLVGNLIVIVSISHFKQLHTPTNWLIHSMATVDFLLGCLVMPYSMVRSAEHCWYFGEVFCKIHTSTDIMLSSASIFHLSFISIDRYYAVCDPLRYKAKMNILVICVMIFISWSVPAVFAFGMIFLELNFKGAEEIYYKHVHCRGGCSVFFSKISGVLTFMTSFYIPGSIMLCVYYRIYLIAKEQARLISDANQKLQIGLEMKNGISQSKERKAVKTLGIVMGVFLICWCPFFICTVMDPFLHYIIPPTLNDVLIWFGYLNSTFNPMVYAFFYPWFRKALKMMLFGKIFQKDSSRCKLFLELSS
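Repeats: no replicates (n 1) | Material: CHO-derived RD-HGA16 cells with stable Gα16 and human TAAR1 | Technique: Kinetic Fluo-8 calcium fluorescence | Schedule: 17-24 h seeding, 75 min 37 °C dye, 30 min RT | Evaluation: % activation from peak over basal fluorescence ratio, DMSO-to-PEA scaled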
TAAR1 antag – human TAAR1 antagonism | Q96RJ0 | CHO RD-HGA16 TAAR1, Fluo-8 calcium fluorescence, antagonist | inhibition, % at 3 µM | 360,000 compounds, 1.5% hits | AID 624466;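 active means inhibition above a per-plate cutoff, the mean inhibition of test compounds on that plate plus 3 SD, cut at about 49% in these data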;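 further: 0% = DMSO plus EC80 beta-PEA response and 100% = DMSO alone without agonist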
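Test system: hTAAR1-expressing CHO RD-HGA16 cells, Gα16-coupled; Probe or stimulus: EC80 β-phenethylamine stimulus; Compound dosing: single nominal final test compound concentration of 3 µM; Timing: 140 s kinetic read after compound, 140 s after agonist; Signal: Fluo-8 calcium-sensitive fluorescence; Measure: % inhibition of agonist calcium response; Controls: DMSO and EC80 PEA controls.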
CRFR2-BP ag – CRF-BP/CRF-R2 complex agonism; HEK293 CRF-R2/CRF-BP, calcium dye fluorescence (FLIPR); percent of saturating CRF peptide response; activation, % at 13.2 µM; 350,000 compounds, 0.46% hits; AID 588473;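 active means activation of at least 50%, plus an integration ratio under a set limit after plate pattern correction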;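 further: plate controls were neutral control wells without compound for no effect and CRF at EC100 for full effect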
CHRM5 antagonist – antagonists of human muscarinic M5 receptor (CHRM5); P08912; CHO-hM5 cells, Fluo-8 calcium fluorescence, ACh EC80; inhibition, % at 3 µM; 360,000 compounds, 0.59% hits;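 active means inhibition above a per-plate cutoff, the mean of that plate's test compounds plus 3 SD, cut at about 27% in these data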;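 further: 0% = acetylcholine EC80 with DMSO and 100% = DMSO without agonist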
An asterisk follows results filed as active; x = no result given.

SMILES	M5 ag	CHO-K1 Ca PAM	CHRM5 PAM	CHRM4 PAM	CRFBP-R2 block	TAAR1 ag	TAAR1 antag	CRFR2-BP ag	CHRM5 antagonist
CC(C)n1nnnc1SCC(=O)NC1CCCC1	-2	12	0	-2	5	2	-4	-1.3	9
O=C(Nc1ccccc1C(=O)NC1CC1)c1ccccc1	-1	10	9	19	1	5	4	-1.8	-4
O=C(c1cccs1)N1CCCc2ccccc21	-3	6	-3	6	2	10	-8	0.1	1
CCNc1nc(NC(C)C)nc(OCCOC(=O)c2ccccc2)n1	2	17	0	1	38	7	0	-9.6	0
CCNC(=O)CN(C1CCCCC1)S(C)(=O)=O	1	-2	12	22*	4	5	-11	-0.1	-12
O=[N+]([O-])c1cc(C(F)(F)F)cc([N+](=O)[O-])c1NN=C1CCCCC1	0	16	-5	0	-94	2	14	-5.0	15
Cc1cccc(N2CC(C(=O)Nc3nc4ccc(S(C)(=O)=O)cc4s3)CC2=O)c1C (stereo not given)	-1	2	3	4	-16	7	6	-0.3	5
CCCCN1CCNC1=S	-2	11	3	2	-8	4	-12	0.0	2
Cc1cc(OCC(=O)NCc2ccccn2)c2c(C)cc(=O)oc2c1	-3	2	-4	3	11	1	17	0.5	12
CN1CCN(c2ccc(Cl)cc2NC(=O)c2ccc(=O)n(C)n2)CC1	-3	9	4	6	-1	1	-8	1.6	9
O=CN/N=C/c1c(O)ccc2ccccc12	-1	6	-9	-17	-62	3	-18	88*	8
COc1cccc(CN2CCN(C(=O)c3ccc(-c4ccccc4)cc3)CC2)c1	-3	11	-10	-5	22	4	10	0.7	3
COc1ccc(-n2c(Cc3cccn3C)nnc2SCC(=O)Nc2cccc(OC)c2)cc1	4	2	-6	18*	1	1	-51	-1.4	4
O=C(Nc1cccc(Cl)c1)Nc1ccc2c(c1)C(=O)OC2	7	11	-6	-3	4	15	11	9.2	4
O=C(CCn1cccn1)N1CCCC(N2CCN(c3cccc(C(F)(F)F)c3)CC2)C1 (stereo not given)	-5	-11	-5	-1	-8	0	-19	0.0	23
Cc1ccc2c(c1)/C(=C/c1ccc(F)cc1)C(=O)N2	-4	7	5	1	-14	-3	-4	-0.8	7
COC(=O)CSc1nc(-c2ccccc2)nc2ccccc12	-1	23	-6	8	-27	6	24	-0.4	6
COc1cc(NC(=O)CNc2cccc(S(=O)(=O)N3CCOCC3)c2)cc(OC)c1	5	-5	-4	2	3	3	-8	1.0	5
O=C1OCC2=C1C(c1ccc3c(c1)OCO3)Sc1ccccc1N2 (stereo not given)	-10	5	-1	-3	1	3	8	-0.9	-9
O/N=C/c1cc(Br)ccc1OCc1cccc(F)c1	-5	13	-7	-7	-3	12	35	0.0	3
O=C(c1ccc(CNS(=O)(=O)c2ccc(F)cc2)cc1)N1CCCCCC1	9	21	2	0	-6	3	-11	-1.4	7
Cc1cc(N2CCN(c3ccccc3)CC2)nc(-n2nc(C)cc2C)n1	-4	16	-7	-4	-45	4	0	-4.4	5
Cc1oc(-c2ccccc2Cl)nc1CS(=O)CC(=O)NCCCN1CC(C)CC(C)C1 (stereo not given)	-8	8	-1	-3	-1	-1	-15	0.2	3
COc1ccccc1NS(=O)(=O)c1ccc2oc(SCc3ccc(C#N)cc3)nc2c1	-3	11	-8	8	28	4	6	20	9
NC(=O)CC(NC(=O)Cc1ccc(Br)cc1)c1ccc(NCCc2ccc(Cl)cc2)c([N+](=O)[O-])c1 (stereo not given)	3	15	10	1	11	13	5	5.3	1
O=c1[nH]c2c(c3c1CCCC3)CCCC2	2	5	-5	6	14	4	-20	-0.4	0
COC(=O)c1ccc(S(=O)(=O)N2CCN(C)CC2)n1C	-5	11	6	-2	4	5	7	-0.8	6
CC(Sc1nnc2c(n1)C1CCC2(C)C1(C)C)C(=O)Nc1ccccc1 (stereo not given)	0	17	0	-1	3	11	-19	0.7	2
O=C(Nc1ccccc1-c1ccccc1)c1ccc(NC(=O)c2ccco2)cc1	-6	15	-1	2	0	5	12	4.3	3
CSCCC1C(C#N)=C(N)Oc2n[nH]c(-c3cccs3)c21 (stereo not given)	-3	16	4	5	-8	3	25	-1.3	-3
CC1=Nc2ccc(C)cc2/C1=C/c1c(N)n2nc(CC(=O)N3CCOCC3)sc2nc1=O	-1	18	3	3	-13	0	-4	-1.8	5
CC1CCC(NC(=O)c2ccc(NC3=NC4CS(=O)(=O)CC4S3)cc2)CC1 (stereo not given)	-5	16	12	-1	-5	4	-13	2.7	-7
COc1ccc(-c2c3c(=O)n(C)c(=O)n(C)c3cn2C2CCCCC2)cc1	-5	25	-2	-10	-3	4	-10	0.2	2
COc1ccc(C(C(=O)NC2CCCC2)N2CCc3ccccc32)cc1 (stereo not given)	-2	27	-1	6	-15	-3	-13	-0.4	1
CCOC(=O)CC(=O)NC(C)(C)CCCCC(C)(C)NC(=O)CC(=O)OCC	-1	-2	0	12	-3	1	-15	0.4	4
COc1ccc(CCNC(=O)/C=C/c2ccc(C)cc2)cc1OC	-1	6	2	6	-1	7	-2	-1.6	10
Cc1nc2c(OCc3ccc(Cl)cc3Cl)cccn2c1N(C)Cc1cccs1	0	6	-12	-10	x	0	10	x	6
CCS(=O)(=O)N(CC(=O)Nc1cccc2ccccc12)c1ccc(OC)cc1	0	10	-5	3	12	-1	-1	0.9	1
CCOc1ccccc1N(C(=O)CNC(=O)c1ccco1)C(C(=O)NC1CCCC1)c1ccncc1 (stereo not given)	-3	2	-8	-3	20	6	-8	-0.7	19
Cc1cc2c(cc1S(=O)(=O)N1CCc3ccccc31)NC(=O)CO2	1	-1	2	-3	-13	6	20	-5.2	4
O=C(NCc1ccccc1)C(c1cc2ccccc2o1)n1c(=O)c(-c2cc3ccccc3[nH]2)nc2ccccc21 (stereo not given)	5	x	4	17	x	2	7	x	-2
O=C(CNC(=O)c1ccccc1Cl)NCCc1cccs1	-3	-1	16	10	0	40*	-5	-1.9	6
O=C(NCCCCNC(=O)c1c(F)c(F)c(F)c(F)c1F)c1c(F)c(F)c(F)c(F)c1F	2	1	2	4	0	10	5	0.1	-3
COc1cccc(N(C(=O)c2ccco2)C(C(=O)NC2CCCC2)c2ccc(N3CCOCC3)cc2)c1 (stereo not given)	3	-14	2	4	-3	7	-12	-1.8	3
Cc1ccccc1NS(=O)(=O)c1nnc(NC(=O)c2ccc(Br)cc2)s1	-5	2	-4	0	0	3	1	-0.4	9
CCn1c2ccccc2c2cc(/C=N/n3cnnc3)ccc21	-8	2	-3	1	-17	7	6	-1.2	5
O=C(Nc1ccc2c(c1)CCC2)Nc1ccccc1F	-6	-2	-10	-5	3	1	42	-1.0	11
O=C(Oc1cccc(OC(=O)c2ccco2)c1)c1ccco1	-4	1	-2	-6	12	3	3	-0.1	8
CCCCN1C(=O)c2ccc(C(=O)Nc3c(N)n(CCCC)c(=O)n(C)c3=O)cc2C1=O	-1	11	-5	14	9	-2	-10	2.3	3
COc1ccc(CC(=O)N2CCC(CCC(=O)Nc3ccccc3)CC2)cc1	-3	-10	-5	-1	-20	0	-5	-6.0	6
COC(=O)c1c(NC(=O)CN2CCC3(O)CCCCC3C2c2ccc(F)cc2)sc(C)c1C (stereo not given)	1	2	1	9	-51	-1	-24	1.2	1
O=C(COC(=O)c1ccc2ncsc2c1)Nc1ccc(OC(F)(F)F)cc1	3	-20	-6	-4	-11	2	-3	-0.4	8
CCOc1cc(/C=N/NC(=O)OC)ccc1OCCSc1ccc(Cl)cc1	0	5	-13	-11	-13	0	-13	1.5	6
COc1cnn(-c2ccccc2)c(=O)c1N(C)C	1	-1	-2	4	-3	5	11	0.2	0
CCOc1ccc(/C=C2/Sc3ccc(C(=O)N4CCOCC4)cc3N(C)C2=O)cc1OC	1	14	0	-3	-13	3	12	0.2	-5
CCOc1ccc(NC(=O)CN(C)C(=O)c2ccc(NC3CC3)c([N+](=O)[O-])c2)cc1OCC	-2	-5	1	0	19	1	-30	0.6	5
COc1ccc(-n2c(C)cc(C(=O)CN3C(=O)NC4(CCc5ccccc54)C3=O)c2C)cc1 (stereo not given)	-2	8	2	-7	0	0	1	-3.8	-3
COCCN1CCn2c(nc3cc(NC(=O)Cn4nc(C)c5ccccc5c4=O)ccc32)C1	-1	-6	0	1	11	0	-7	0.0	6
CC1CCN(S(=O)(=O)c2ccc(C(=O)Nc3nnc(-c4ccco4)o3)cc2)CC1	1	-4	29*	6	5	0	-12	-0.3	-35
C/C(CC(=O)Nc1ccccc1C)=N\NC(=O)Cc1csc(N)n1	-6	-8	-2	0	17	0	-10	-1.8	-5

More records
SMILES	M5 ag	CHO-K1 Ca PAM	CHRM5 PAM	CHRM4 PAM	CRFBP-R2 block	TAAR1 ag	TAAR1 antag	CRFR2-BP ag	CHRM5 antagonist
O=C1C2=C(C(c3ccccc3)=NCCN2)C(c2cccc([N+](=O)[O-])c2)N1c1ccccc1 (stereo not given)	-4	12	-4	-10	-34	5	8	1.1	6
NS(=O)(=O)c1ccc(CCNC(=O)c2ccc(Cl)c(S(=O)(=O)N3CCCCC3)c2)cc1	-3	13	-15	2	-23	5	17	-0.1	8
COC(=O)COc1cccc(NS(=O)(=O)c2cccc([N+](=O)[O-])c2)c1	-3	18	-13	-7	10	5	-5	-2.2	-8
Cc1ccc(OCC(=O)Nc2ccccc2Sc2ccc(Cl)cc2)c([N+](=O)[O-])n1	-4	-4	-10	-5	-4	3	9	0.0	12
CC(CN1CCN(c2ccccc2)CC1)c1ccccc1 (stereo not given)	-4	-3	-2	-5	6	19	1	0.0	10
O=C(NCCCn1ccnc1)C(=O)NCC1OCCCN1S(=O)(=O)c1ccccc1 (stereo not given)	0	17	3	4	10	1	15	-0.8	3
C/C(=N\NC(=S)Nc1cc(S(=O)(=O)N2CCOCC2)ccc1Cl)c1ccc(N2CCOCC2)cc1	0	-1	-1	-5	13	-2	-4	0.1	-1

Whole records as entered above:
Results for `O=C(Oc1cccc(OC(=O)c2ccco2)c1)c1ccco1` = M5 ag = -4; CHO-K1 Ca PAM = 1; CHRM5 PAM = -2; CHRM4 PAM = -6; CRFBP-R2 block = 12; TAAR1 ag = 3; TAAR1 antag = 3; CRFR2-BP ag = -0.1; CHRM5 antagonist = 8
Results for `CCOc1ccc(/C=C2/Sc3ccc(C(=O)N4CCOCC4)cc3N(C)C2=O)cc1OC` = M5 ag = 1; CHO-K1 Ca PAM = 14; CHRM5 PAM = 0; CHRM4 PAM = -3; CRFBP-R2 block = -13; TAAR1 ag = 3; TAAR1 antag = 12; CRFR2-BP ag = 0.2; CHRM5 antagonist = -5

High-throughput results from PubChem.
